aSyn yeast rescue = inhibitors of alpha-synuclein toxicity in yeast; S. cerevisiae alpha-synuclein toxicity rescue, BacTiter-Glo growth, 24 h; Potency, µM (doses to about 46.1 µM), without a hit: at the top dose growth rescue (activation), usual class: activators; actives 0.02% (n = 94,000); AID 1347070; active = well fitted activation curve with a large enough effect; note: 0% is about no effect
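Growth restoration measured by BacTiter-Glo luminescence after 24 hr at 30 deg C; alpha-synuclein yeast, raffinose-pregrown to mid-log, were added at OD600=0.02 in galactose medium onto pinned compounds.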
The depositor's hits bear a star; & = joins results of further samples; [ ] = remark or other dose. Potency is the fitted concentration of half-maximal effect. Some of the compounds tested (hit frequency here may not be typical).

molecule	aSyn yeast rescue
CC(C)CC(=O)NCC(c1ccc2c(c1)OCO2)N1CCN(c2ccccc2F)CC1 (stereo unspecified)	1%
Cc1cccc(NC(=O)c2nnn(CC(=O)Nc3ccc(C(C)C)cc3)c2N)c1C	-5%
Cc1ccc2nc(N(Cc3cccnc3)C(=O)CCS(=O)(=O)c3ccccc3)sc2c1	11%
COCCN(Cc1ccccc1)C(=O)c1cccc(S(=O)(=O)N2CCN(Cc3ccccc3)CC2)c1	10%
CCS(=O)(=O)c1ncc(Cl)c(C(=O)N(Cc2ccccc2)c2ccc(OC)cc2)n1	22%
Cc1cc(=O)oc2c3c(ccc12)OCN(Cc1ccccc1Cl)C3	-4%
CCc1ccc(NC(=S)N(Cc2ccc(Cl)cc2)Cc2ccc(C(=O)O)cc2)cc1	-55%[inhibitor]
COc1cc(-c2noc(CN3CCN(c4cccc(Cl)c4)CC3)n2)cc(OC)c1OC	3%
CN(C)CCCNC(NC(=O)/C=C/c1ccccc1)C(Cl)(Cl)Cl (stereo unspecified)	-1%
O=C(CN1CCCC1)Nc1cc(C(F)(F)F)cc(C(F)(F)F)c1	-5%
Cc1cc(C)c(NC(=O)Cc2ccc(-n3c(C)nc4cccnc43)cc2)c(C)c1	5%
CCc1ccc(CNC(=O)CCc2c(C)nn(-c3ccc(N4CCCCC4)nn3)c2C)cc1	-9%
O=C(Nc1cccc(F)c1)C1CCN(S(=O)(=O)c2cccc3nsnc23)CC1	7%
Cn1cc(S(=O)(=O)c2cccc(Cl)c2)c(=O)c2cc(F)c(N3CCCCC3)cc21	1%
CCc1ccc(OCC(=O)Nc2cc3oc4ccccc4c3cc2OC)c(Br)c1	-8%
O=S(=O)(Nc1ccc(F)c(Cl)c1)c1ccc(Br)s1	-42%[inhibitor]
Cc1ccsc1C(=O)Nc1nccs1	0%
O=C(Nc1cccnc1)c1ccc(N2CCCC2)c([N+](=O)[O-])c1	5%
CCN(CC(=O)NCc1cccs1)C(=O)CCc1c[nH]c2ccccc12	0%
COc1cc(/C=C2\SC(=S)N(NS(=O)(=O)c3ccccc3)C2=O)cc(OC)c1OC	13%
CCOc1ccc(S(=O)(=O)NCc2ccccn2)cc1NC(=O)c1ccccc1	10%
Nc1nnc(SCC(=O)OCC(=O)NC23CC4CC(CC(C4)C2)C3)s1	11%
CCN(CC)C(=O)Cn1c(=O)n(CCCCCC(=O)NCc2ccc3c(c2)OCO3)c(=O)c2sccc21	-2%
COc1ccc(Nc2ncnc3c2c(-c2ccccc2)cn3-c2ccc(C)c(Cl)c2)cc1OC	0%
CC(C(=O)O)n1nnc2ccccc21 (stereo unspecified)	-6%
CCOC(=O)c1nn(-c2ccc(F)cc2)c(=O)cc1OCC(=O)Nc1cccc(C)c1	-9%
Cc1ccc(C(C)(C)C)cc1S(=O)(=O)N1CC(=O)Nc2ccccc21	-2%
O=c1c(-c2cnn(-c3ccccc3)c2)coc2cc(O)ccc12	-15%
CC(=O)Nc1ccc(NC(=O)c2cc3sccc3n2Cc2ccc(Cl)cc2)cc1	-3%
CCN(CC(=O)Nc1c(F)cccc1F)C(=O)CSc1ccc(F)cc1	0%
C/C(=N\Nc1ccc(Cl)c(C(=O)O)c1)c1ccc[nH]1	-4%
CCN1CCN(Cc2nc3cc(NC(=O)c4ccccc4[N+](=O)[O-])ccc3n2CC)CC1	2%
COc1cccc(CN(C)C(=O)c2ccc(S(=O)(=O)Nc3ccccc3F)cc2)c1OC	13%
CCC(Sc1nc2nccnc2c(=O)n1Cc1ccc(Cl)cc1)C(=O)NC1CCCCC1 (stereo unspecified)	5%
CC(=O)c1ccc2ccccc2c1OC(=O)c1ccncc1	15%
CCc1ccc(NC(=O)C(=O)NCCc2csc(-c3cccc(F)c3)n2)cc1	-4%
COc1ccc(C(C)=O)cc1CSc1nc(Nc2ccc(F)c(F)c2)c2ccccc2n1	0%
CC(C)(C)OC(=O)N1CCC(c2c(C(=O)N3CCN(c4ccccc4)CC3)cnn2-c2ccccc2)CC1	4%
COc1ccc(NC(=O)CN2C(=O)CC(C)(C)S(=O)(=O)c3ccccc32)cc1	7%
COc1ccc(-c2nc3c(c(SCC(=O)N4CCCCC4)n2)Cc2c(CO)cnc(C)c2O3)cc1	-11%
Cc1ccc(-c2noc(CN(C3CCCCC3)S(=O)(=O)c3ccc(F)cc3)n2)cc1	0%
Cc1ccc(NC(=O)C2CCN(c3nnc(C)c4c(C)n(-c5ccccc5)nc34)CC2)cc1Cl	-1%
COc1ccccc1CNC(=O)NCc1noc2ccc(C)cc12	-2%
Cc1cc(C)c(S(=O)(=O)NCCc2sc(-c3cccnc3)nc2C)c(C)c1	-4%
CC(C)c1nc(CNC(=O)CCc2nnc(-c3ccsc3)o2)cs1	-3%
COc1ccccc1-c1noc(CSc2nnc(-c3ccccc3)n2-c2ccc(C)c(C)c2)n1	-4%
CCOC(=O)N1CCC(NC(=O)c2ccc3c(c2)N(Cc2cccc(C)c2)C(=O)c2ccccc2S3(=O)=O)CC1	7%
O=C(CCCCn1c(=O)[nH]c2ccsc2c1=O)N1CCN(c2cccc(C(F)(F)F)c2)CC1	-1%
COc1ccc(C)c2sc(NC(=O)C3CC3)nc12	4%
CCc1cc2c(cc3c(=O)n(CC(=O)N4CCN(c5cc(Cl)ccc5C)CC4)ncn32)s1	1%

Part of the list above, as labelled records.
Compound: CCN(CC(=O)Nc1c(F)cccc1F)C(=O)CSc1ccc(F)cc1
  aSyn yeast rescue: 0%

Compound: C/C(=N\Nc1ccc(Cl)c(C(=O)O)c1)c1ccc[nH]1
  aSyn yeast rescue: -4%

Compound: CCN1CCN(Cc2nc3cc(NC(=O)c4ccccc4[N+](=O)[O-])ccc3n2CC)CC1
  aSyn yeast rescue: 2%

Compound: COc1cccc(CN(C)C(=O)c2ccc(S(=O)(=O)Nc3ccccc3F)cc2)c1OC
  aSyn yeast rescue: 13%

Entries from the list above containing a tert-butyl group, in the order listed:
molecule	aSyn yeast rescue
Cc1ccc(C(C)(C)C)cc1S(=O)(=O)N1CC(=O)Nc2ccccc21	-2%
CC(C)(C)OC(=O)N1CCC(c2c(C(=O)N3CCN(c4ccccc4)CC3)cnn2-c2ccccc2)CC1	4%

(next part)
molecule	aSyn yeast rescue
CCc1nnc(NS(=O)(=O)c2ccc(NC(=O)/C=C/c3ccccc3Cl)cc2)s1	9%
COc1ccc(C(=O)Nc2noc3ccccc23)cc1	-36%[inhibitor]
Cn1c(=O)c2c(SCC(=O)Nc3ccccc3C(F)(F)F)nc(C3CCCC3)nc2n(C)c1=O	6%
O=C(Cn1c(=O)nc(-c2ccccc2)c2cc(Cl)ccc21)NCCCc1ccccc1	-2%
O=C(CSc1nnc(SCc2ccccc2)s1)N/N=C/c1ccc(C(=O)O)cc1	-2%
CCOc1cc(C2NC(=S)NC(C)=C2C(=O)Nc2ccccc2)ccc1O (stereo unspecified)	-5%
O=C(Cn1c(NCCCO)nc2ccccc21)c1ccc(F)cc1	-1%
CC(Oc1cccc(Cl)c1)C(=O)Nc1ccc(S(=O)(=O)NC2=NCCCCC2)cc1 (stereo unspecified)	17%
CCCn1nc(Oc2nc(N(C)C)nc(N(C)C)n2)ccc1=O	4%
O=C(NCc1c[nH]c2ccccc12)c1ccccc1	2%
COC(=O)c1ccc(NC(=O)c2cccc(N3C(=O)CCC3=O)c2)cc1	1%
Cc1c(C(=O)N2CCOCC2)sc(NC(=O)C(C)C)c1C#N	-1%
COCCN(C(=O)CSc1nc2nc(C)cc(C)n2n1)c1c(N)n(Cc2ccccc2)c(=O)[nH]c1=O	5%
CCC(C)NC(=O)c1ccc(C2SCC(=O)N2Cc2ccccc2)cc1 (stereo unspecified)	1%
CCCN1CCCc2cc(CN(CCCN3CCOCC3)C(=O)Nc3ccc(CC)cc3)ccc21	-11%
Cc1ccc(C2OC34CCCCCC3C(C#N)(C(=N)O4)C2(C#N)C#N)cc1 (stereo unspecified)	-12%
O=C(C1CCCN(S(=O)(=O)c2ccc(Br)s2)C1)N1CCN(c2ccccc2)CC1 (stereo unspecified)	1%&4%
Cc1ccc(CNC(=O)CN2C(=O)CCc3cc(S(=O)(=O)N4CCCCC4)ccc32)cc1	-14%
Cc1c(C(=O)NCc2ccc(F)cc2)oc2ccc(S(=O)(=O)N3CCCCC3)cc12	3%
Cc1ccc(NC(=O)Cn2sc3ccccc3c2=O)cc1	-65%[inhibitor]
Cn1c(=O)c2cc(S(=O)(=O)NC(Cc3ccccc3)C(=O)Nc3ccc(F)cc3)ccc2n(C)c1=O (stereo unspecified)	-1%
Cn1c(=O)c2c(nc(NCCc3ccccc3)n2Cc2ccccc2Br)n(C)c1=O	-2%
Cc1nc2ccn(Cc3cccs3)c(=O)c2cc1C(=O)NCc1ccccc1	4%
CCOc1ccc(S(=O)(=O)N(C)c2ccc(OCC(=O)NCc3cccnc3)cc2)cc1	-6%
CC(=O)c1cccc(OCc2cc(C(=O)N(C)Cc3nccs3)no2)c1	2%

Shown with each value named: part of the list above
Cc1ccc(CNC(=O)CN2C(=O)CCc3cc(S(=O)(=O)N4CCCCC4)ccc32)cc1
  aSyn yeast rescue = -14%
Cc1c(C(=O)NCc2ccc(F)cc2)oc2ccc(S(=O)(=O)N3CCCCC3)cc12
  aSyn yeast rescue = 3%
Cc1ccc(NC(=O)Cn2sc3ccccc3c2=O)cc1
  aSyn yeast rescue = -65%[inhibitor]
Cn1c(=O)c2cc(S(=O)(=O)NC(Cc3ccccc3)C(=O)Nc3ccc(F)cc3)ccc2n(C)c1=O (stereo unspecified)
  aSyn yeast rescue = -1%

As entered above:
Cc1c(C(=O)NCc2ccc(F)cc2)oc2ccc(S(=O)(=O)N3CCCCC3)cc12 | aSyn yeast rescue: 3%
O=C(Cn1c(=O)nc(-c2ccccc2)c2cc(Cl)ccc21)NCCCc1ccccc1 | aSyn yeast rescue: -2%

Additional structures.
molecule	aSyn yeast rescue
Cc1oc(-c2cccs2)nc1CS(=O)CC(=O)NCCCN1CC(C)CC(C)C1 (stereo unspecified)	-2%
COc1ccc(Br)cc1CNC(=O)c1ccc2nc(C(C)C)oc2c1	-7%
CC(C)NC(=O)N(C)C[C@H]1Oc2cc(Br)ccc2S(=O)(=O)N([C@H](C)CO)C[C@H]1C	-10%
COc1ccc(/C=C/C(=O)Nc2sc3c(c2C(N)=O)CCCC3)cc1	-12%
CCCNC(=O)CCSc1nc(-c2ccc3c(c2)OCO3)cc(C(F)(F)F)n1	16%
COc1ccc2[nH]cc(CCNC(=O)Nc3ccccc3C)c2c1	-7%
CC(=O)c1sc(NC(=O)c2c(-c3ccccc3)c(-c3ccccc3)nn(C)c2=O)nc1C	8%
O=C(Nc1nnc(S(=O)(=O)N2CCCCCC2)s1)c1ccc(Cl)cc1	-8%
Cc1cc(C(C)(C)C)oc1C(=O)N1CCN(C(=O)c2oc(C(C)(C)C)cc2C)CC1	15%
N=c1n(CCCOc2ccccc2Cl)c2ccccc2n1CC(N)=O	-3%
Cc1cc(C)c2nc(-c3ccccn3)cc(C(=O)Nn3cnnc3)c2c1	7%
O=C(C[C@@H]1C[C@@H]2c3cc(NC(=O)C4CCOCC4)ccc3O[C@@H]2[C@H](CO)O1)NCc1ccccn1	-8%
COc1cc(C(=O)ONC(=O)c2ccc(OC(F)F)cc2)cc(OC)c1OC	-58%[inhibitor]
Cc1cccc(OCC(=O)N2CCC(c3nc4ccccc4o3)CC2)c1C	26%
CCCCOc1ccc(NC(=O)Cn2nnnc2-c2ccccc2F)cc1	0%
COc1ccc(N2CCN(C(=O)COC(=O)Cc3ccc(F)cc3)CC2)cc1	6%
COc1ccc(NC(=O)C[C@H]2C(=O)N(c3ccc(OC)cc3)C[C@@H]2CSC)cc1	-1%
N#CCc1ccc(OC(=O)c2ccncc2)cc1	-3%
COc1cc(CNC(=O)CSCc2nc3cccnc3n2C2CCCCC2)cc(OC)c1OC	-9%
CCc1nc2cc(Cl)c(Cl)cc2nc1CC	-10%

Compound activity as filed in PubChem.
